Lamin A splicing = qHTS Assay for Modulators of Lamin A Splicing. HeLa LMNA splicing GFP/RFP minigene ratio, 48 h. Potency, µM (titrated, usually from 46.1 µM), without a hit: top-dose ratio change, negative = inhibition, actives largely listed as inhibitors. 0.01% of 200,000 active; active means well fitted inhibition curve with a large enough effect in the signal ratio, with a control signal flat, not every such curve was filed as active; inconclusive means small, poorly fitted or top-dose-only effect, or effect the other way, or a change in a side signal; the % refers to the signal ratio; further: potency means the concentration at half of the fitted maximal effect; on the % scale 0 is the no-effect control and ±100 the full control effect
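Read-out is the ratio of GFP to DsRed2 object intensity, acquired by 488 nm laser-scanning cytometry on HeLa lamin A-EGFP minigene reporter cells. Compound incubation 48 hrs at 37 °C in Opti-MEM with 2% FBS; DMSO 0.5% final.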
CBFb-RUNX1 inh = qHTS Assay for Compounds Blocking the Interaction Between CBF-beta and RUNX1 for the Treatment of Acute Myeloid Leukemia; Runt-related transcription factor 1 (Homo sapiens) + Core-binding factor subunit beta …; AlphaScreen CBFb-His/RUNX1-biotin binding, biochemical; Potency, µM (highest dose often 59.8 µM), for the others: at the highest dose activity, negative = inhibition, usual class: inhibitors; 230,000 tested, under 10 active; further: % of control where 0% means no effect
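Compounds were screened at multiple concentrations against a preformed CBF-beta(His)/RUNX1(biotin) complex (30 nM of each) for 15 min at room temperature, followed by 90 min with nickel and streptavidin beads and AlphaScreen reading.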
IMPase Li cell = qHTS Assay for Identifying the Cell-Membrane Permeable IMPase Inhibitors: Potentiation with Lithium. CHO-M1 cells, IP1 TR-FRET (IP-One), carbachol + lithium. AID 1457, 2008. 0.35% of 210,000 active. Potency, µM (top dose mostly 59.4 µM), inactives show at the highest dose activity, negative = IMPase inhibition, actives largely listed as inhibitors;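 further: IP1 builds up when IMPase is blocked and the TR-FRET signal falls; potency means the concentration at half of the fitted maximal effect; plate controls were basal vehicle for no effect and high inhibitor control for full effect; nearly all actives have a fitted effect of over 50% in size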
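CHO cells stably expressing M1 receptor (2000/well) were cultured 16–30 h, then exposed to compounds with a small lithium addition for 30 min at 37C. IP1 was measured by TR-FRET competition; AC50 from Hill fits.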
GLA spleen mod = qHTS Assay for Inhibitors and Activators of Human alpha-Galactosidase From Spleen Homogenate; Alpha-galactosidase A (Homo sapiens), P06280; human spleen homogenate, 4MU-alpha-Gal fluorescence, 40 min; Potency, µM (doses to about 80 µM), for inactives: at the top dose activity change, negative = inhibition, hits mostly inhibitors; 0.008% of 240,000 active;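 further: potency means the concentration at half of the fitted maximal effect; 0% = enzyme with vehicle and -100% = no enzyme basal signal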
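Human spleen homogenate (1 ug) as enzyme source, 4-methylumbelliferyl-alpha-D-galactopyranoside 1 mM final, citrate/phosphate pH 5.0 with 0.01% Tween-20. Compounds 40 min at 37C, NaOH/glycine stop; fluorescence Ex 365/Em 440, Hill-fit AC50.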
Luc counter = Counterscreen for Luciferase (Kinase-Glo TM) Inhibition; Luciferin 4-monooxygenase (Photuris pensylvanica), Q27757; Kinase-Glo luciferase, ATP luminescence, 8 min; Potency, µM (highest dose often 38.3 µM), inactives show top-dose activity change, negative = inhibition, hits mostly inhibitors; 0.28% of 200,000 active; AID 1379, 2008; further: potency means the concentration at half of the fitted maximal effect; on the % scale 0 is the no-effect control and ±100 the full control effect; nearly all actives have a fitted effect of over 60% in size
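Compounds were added to a substrate mix at pH 7.2 (50 mM imidazole, 10 uM ATP, within the enzyme's linear range), followed by Kinase-Glo detection reagent; luminescence was measured after 8 minutes at ambient temperature.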
NPSR antagonist = qHTS Assay for Antagonists of the Neuropeptide S Receptor: cAMP Signal Transduction. Potency, µM (top dose mostly 38.3 µM), for inactives: at the top dose activity change, negative = inhibition, hits mostly inhibitors. 1% of 220,000 active. CHO-NPSR cells, cAMP TR-FRET, antagonist mode. AID 1461, 2008; further: potency means the concentration at half of the fitted maximal effect; on the % scale 0 is the no-effect control and ±100 the full control effect; nearly all actives have a fitted effect of over 50% in size; many of its hits are not listed in these tables
Epigenetic reg = Quantitative High-Throughput Screen for Regulators of Epigenetic Control; murine LDR cells, GFP reporter derepression, 30 h; Potency, µM (top dose mostly 53.9 µM), for inactives: at the top dose GFP activation, usual class: activators; 0.2% of 280,000 active; AID 1865, 2009; further: potency means the concentration at half of the fitted maximal effect; % of control where 0% means no effect; nearly all actives have a fitted effect of over 60% in size
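Murine LDR cells bearing a silenced CMV-driven GFP reporter were exposed to compound for 30 h at 37 C. After PBS washes, GFP-positive cells (20-120 um objects) counted by laser-scanning microplate cytometry.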
* hit, by the source's call; ? = inconclusive; . = no result given; [ ] = remark or other dose. Unless noted, the call rests on the fitted dose curve; in most records, active means well fitted curve in the direction sought with a large enough effect; inconclusive means small, poorly fitted or top-dose-only effect, or another doubt; inactive means no such curve, though single readings can be large; an effect the other way counts as inactive or inconclusive. Some of the compounds tested; rates above refer to the full screens.

mol | Lamin A splicing | CBFb-RUNX1 inh | IMPase Li cell | GLA spleen mod | Luc counter | NPSR antagonist | Epigenetic reg
COc1ccc(N(C(=O)CNC(=O)c2cccs2)C(C(=O)NCC2CCCO2)c2ccccc2)cc1OC (centres undefined) | . | 0% | 0% | -5% | 1% | 0% | -0.1%
CC(C)C(=O)Nc1nnc(NC(=S)Nc2ccccc2)s1 | ? | -6% | 4% | -5% | -1% | -28% | 1.1%
CC(O)CNC(=O)C1CCN(Cc2ccc(OCc3ccccc3)cc2)CC1 (centres undefined) | 0% | -2% | 6%[38.3 µM] | -1% | -3% | -9%[46.1 µM] | -0.1%
Cc1cc(=O)n2nc(N3CCC(C(=O)NCc4cccnc4)CC3)sc2n1 | 0% | 6% | 6%[38.3 µM] | 4% | 0% | 2%[46.1 µM] | 2.4%
CCN1C(c2ccc(F)cc2)=CS/C1=C(\C#N)c1nnc2n1-c1ccccc1SC2 | ? | -12% | -13%[38.3 µM] | -13% | -3% | ? | -5.4%
COc1cccc(C(Nc2ccccn2)c2c(NC(=O)c3ccco3)sc(C)c2C)c1 (centres undefined) | -4% | -29% | 13% | 7% | 0% | -41% | 0.0%
CN(CC(=O)Nc1nc2ccc(F)cc2s1)S(=O)(=O)c1ccc(Cl)cc1 | ? | 1% | 24%[38.3 µM] | -1% | -3% | 5%[46.1 µM] | 2.9%
CCn1cc(C(=O)Nc2ccc(C)c([N+](=O)[O-])c2)cn1 | ? | 1% | 2% | 1% | -1% | 2% | 0.0%
CCCCNC(=O)C(=O)NCCCn1ccnc1 | . | -3% | -2% | 3% | 0% | 9% | -0.4%
COc1ccccc1CN(C)c1nnnn1-c1ccccc1 | -22%[46 µM] | 1% | -2% | 7% | -4% | -4% | -0.1%
COC(=O)c1sc2cc(C(F)(F)F)cnc2c1-c1cccnc1 | -6% | 9% | 14%[38.3 µM] | -6% | 1% | 1%[46.1 µM] | 0.2%
CCOc1ccc2nc(CN3CCN(Cc4ccsc4)C(CCO)C3)ccc2c1 (centres undefined) | -5%[46 µM] | -2% | 22% | -1% | 2% | -5% | 1.1%
Cc1ccccc1-n1nc(C)c2cc(C(=O)N3CCOCC3)sc21 | ? | 6% | -11%[38.3 µM] | 4% | 1% | -4%[46.1 µM] | 1.9%
CCOC(=O)C1CCN(CC(O)COc2ccc(C(C)=O)cc2)CC1 (centres undefined) | 7% | -1% | 25%[38.3 µM] | -6% | 1% | -28%[46.1 µM] | 3.6%
Nc1nc(C23CC4CC(CC(C4)C2)C3)cs1 | 4% | -13% | 29%[38.3 µM] | -10% | 18% | 3%[46.1 µM] | 0.0%
CN(C)Cc1nc2ccccc2c(=O)n1Cc1nc(C(C)(C)C)cs1 | 0% | 2% | 3%[38.3 µM] | 8% | -2% | -12%[46.1 µM] | -0.1%
COc1ccc2ncc(S(=O)(=O)c3ccccc3)c(N3CCN(c4ccccc4)CC3)c2c1 | ? | -25% | 13% | 0% | 2% | -21% | 1.1%
COc1ccc(NS(=O)(=O)c2ccc3nc(COc4ccc5ccccc5c4)[nH]c3c2)cc1 | ? | 4% | . | -3% | . | ? | 1.7%
COc1ccc(Br)cc1CN1CCCCCCC1 | -1% | 1% | 12% | -10% | -2% | -1%[46.1 µM] | 3.5%
CCCN(CCC)CCNC(=O)C1CCCN(S(=O)(=O)c2ccc3c(c2)oc(=O)n3C)C1 (centres undefined) | ? | 0% | 10%[38.3 µM] | -6% | -1% | 1%[46.1 µM] | -0.5%
CCOc1ccc(OCC)c(NC(=O)C2CCCN(S(=O)(=O)c3c(C)noc3C)C2)c1 (centres undefined) | -4% | 3% | -13%[38.3 µM] | -19% | -3% | 2%[46.1 µM] | -2.0%
CCC(C)C(NC(=O)OC(C)(C)C)C(=O)NC(C(=O)N1CCCC1C(N)=O)C(C)CC (centres undefined) | 3% | 2% | 32%[activator][38.3 µM] | 6% | -4% | -14%[46.1 µM] | -0.7%
CCCOc1ccc(N2C(=O)CC(N3CCN(C(=O)c4ccco4)CC3)C2=O)cc1 (centres undefined) | -6% | 4% | -6% | 2% | 3% | 1%[46.1 µM] | -0.9%
COc1cc([N+](=O)[O-])cc2sc(NC(=O)c3c(F)cccc3F)nc12 | . | 11% | 7% | 8% | 0% | -24% | 14%
O=C(Nc1cccc(Cl)c1)Nc1ccccc1-n1ccnc1 | . | -15% | -12% | 7% | . | -7% | 1.0%
COc1cccc2sc(N3CCN(c4nc5ccccc5s4)CC3)nc12 | 3% | -6% | . | -4% | . | -5%[46.1 µM] | -1.1%
COc1ccc(C(=O)Nn2cnc3scc(-c4cccs4)c3c2=O)c(O)c1 | -7% | -5% | 28%[38.3 µM] | 2% | 1% | -19%[46.1 µM] | -1.1%
Cc1cc(C(=O)OCC(=O)Nc2ccc(S(=O)(=O)N3CCOCC3)cc2)c(C)o1 | 14% | -7% | 26%[38.3 µM] | -5% | 2% | 1%[46.1 µM] | -11%
COc1cc(OC)cc(C(=O)Nc2ccccc2N2CCOCC2)c1 | 1% | 2% | 2%[38.3 µM] | -1% | -4% | -28%[46.1 µM] | 0.2%
O=C(C1CCC1)N1CCc2cc(S(=O)(=O)NC3CCCC3)ccc21 | 2%[0.0737 µM] | 9% | -14%[38.3 µM] | 1% | -2% | -9%[46.1 µM] | -0.9%
O=C(Nc1nnc(Cc2ccc(Cl)cc2)s1)c1ccncc1 | . | 4% | . | 0% | . | 13% | -1.6%
CC(C)C[C@H](NC(=O)c1[nH]cnc1C(=O)Nc1ccc(Cl)cc1)C(=O)OC(C)(C)C | . | 8% | . | 2% | . | ? | 0.6%
O=C(COc1ncnc2sccc12)NC1CCS(=O)(=O)C1 (centres undefined) | . | 1% | . | 5% | . | -28% | 1.6%
Cc1ccc(/C=C/S(=O)(=O)NCC(=O)O)cc1 | ? | 4% | 5% | 0% | 1% | 13% | -1.4%
CC(=O)OCC1=C(C(=O)O)N2C(=O)C(NC(=O)CCn3nc(C)c(Cl)c3C)C2SC1 (centres undefined) | . | -7% | -9% | -2% | . | 6% | 2.6%
COc1ccc(CCNC(=O)c2ccc3c(c2)OCCO3)cc1 | . | 5% | -2% | 2% | 0% | 14% | -2.9%
O=C(Nc1ccc(F)cc1)C(c1ccccc1)N1CCN(S(=O)(=O)c2ccccc2)CC1 (centres undefined) | -15% | -4% | 3% | -7% | 1% | -4% | 0.0%
CC(C)C=O | . | 0%[21.7 µM] | -8% | -4% | . | . | .
O=C(COC(=O)C1CCN(S(=O)(=O)c2cccs2)CC1)c1cc2ccccc2o1 | 4% | -12% | 15%[38.3 µM] | 0% | -6% | -26%[46.1 µM] | 0.9%
Cc1ccc(C)c(N2N=C(C(=O)Nc3ccc(S(=O)(=O)N4CCCC4)cc3)CCC2=O)c1 | . | 5% | . | 15% | . | -22% | 0.5%
Cc1ccc(OCCCCn2ccnc2)c([N+](=O)[O-])c1 | . | 12% | 21% | 3% | -1% | -16% | -1.0%
Cc1ccc(C)c(S(=O)(=O)N2CCN(CC(=O)NC(=O)NCc3ccco3)CC2)c1 | -15%[46 µM] | -2% | -2% | -7% | 8% | -5% | -1.5%
CN(CCCC1CCCC1)C(=O)CCc1nnc(-c2ccccc2)o1 | . | 1% | 7% | 9% | 0% | -30% | 11%
Nc1nc(CN2CCN(c3ccc(F)cc3)CC2)nc(N2CCCc3ccccc32)n1 | ? | -13% | -4%[38.3 µM] | 2% | 0% | -13%[46.1 µM] | ?
CN(CC(=O)NC(=O)NCc1ccccc1)Cc1ccc(Cl)cc1 | -3% | -5% | 4% | 10% | 4% | -2% | -1.0%
COCCn1c(=O)[nH]c2cc(C(=O)NCCN3CCN(c4ccc(OC)cc4)CC3)ccc2c1=O | -5% | 3% | 24% | 20% | 3% | 12% | 0.0%
CCN(CC(=O)Nc1ccc(OC)c(OC)c1)S(=O)(=O)c1ccc(C)cc1 | ? | 2% | 6% | 1% | 5% | 4%[46.1 µM] | -3.4%
COc1ccc(C2C(C#N)=C(N)N(Nc3ccccc3)C3=C2C(=O)CC(C)(C)C3)cc1C (centres undefined) | ? | -1% | -12%[38.3 µM] | 7% | -2% | ? | -1.2%
Cc1cc(O)ccc1Nc1nc2ccccc2nc1Nc1ccc(O)cc1C | ? | -27% | 1%[38.3 µM] | -10% | -3% | -14%[46.1 µM] | 2.2%
CN(C)c1ccc(/C=N/NC(=O)CN2CCN(c3ccc(F)cc3)CC2)cc1 | -2% | 2% | -10% | -4% | 1% | 8% | -1.0%

Whole records from above. Screens in order: Lamin A splicing	CBFb-RUNX1 inh	IMPase Li cell	GLA spleen mod	Luc counter	NPSR antagonist	Epigenetic reg
CC(C)C[C@H](NC(=O)c1[nH]cnc1C(=O)Nc1ccc(Cl)cc1)C(=O)OC(C)(C)C is listed as .	8%	.	2%	.	?	0.6%
Nc1nc(CN2CCN(c3ccc(F)cc3)CC2)nc(N2CCCc3ccccc32)n1 is listed as ?	-13%	-4%[38.3 µM]	2%	0%	-13%[46.1 µM]	?

Additional entries
mol | Lamin A splicing | CBFb-RUNX1 inh | IMPase Li cell | GLA spleen mod | Luc counter | NPSR antagonist | Epigenetic reg
O=C(O)CCC(=O)N1CCN(c2nc3ccccc3s2)CC1 | -13% | 7% | 9%[38.3 µM] | 1% | 4% | -13%[46.1 µM] | 1.2%
CC(=O)n1cc([C@@H]2C=C(C(=O)NCc3ccccc3)O[C@H](OCCCCO)C2)c2ccccc21 | . | 2% | -11% | 6% | . | -10% | -2.9%
Cc1ccc(S(=O)(=O)NCc2ccc3[nH]c(C)cc3c2)cc1 | 16%[9.22 µM] | -13% | 1% | -4% | 3% | -8% | 4.5%
CCOc1ccc2nc(SCc3ccc(CC(=O)O)cc3)c(C#N)cc2c1 | . | 6% | 5% | -1% | -2% | 0% | 0.0%
COC(=O)/C=C1/N/C(=N\c2nc(C)cc(C)n2)N(c2cccc(C)c2)C1=O | ? | 0% | -3% | 3% | 1% | -7% | 0.9%
CCN(CC)CCCNC(=O)Cn1cc2c(n1)CCC(C)C2 (centres undefined) | -15% | 3% | 8% | -7% | 3% | 13% | 0.0%
CCOc1ccccc1NC(=S)NC1CCCCC1 | ? | 13% | 9% | -3% | -1% | -14% | -0.2%

Screening data deposited in PubChem by National Center for Advancing Translational Sciences (NCATS).
